# Menin-MLL TR inh: qHTS Assay for Inhibitors Targeting the Menin-MLL Interaction in MLL Related Leukemias: Competition With Texas Red Labeled MLL-derived Mutant Peptide | Menin + Texas Red MLL mutant peptide, fluorescence polarization | O00255 | Potency, µM (doses to about 61.6 µM), inactives show at the highest dose FP activity change, negative = inhibition, hits mostly inhibitors | AID 1768, 2009 | actives 0.23% (n = 270,000); active = well fitted inhibition curve with a large enough effect in the polarisation, with a control signal flat, not every such curve was filed as active; inconclusive = small, poorly fitted or top-dose-only effect, or effect the other way, or a change in a side signal; inactive = no such curve, though single readings can be large or run the other way; the % refers to the polarisation; note: potency is the fitted concentration of half-maximal effect; % of control where 0% means no effect; many of its hits are not listed in these tables
# MLL CXXC-DNA inh: qHTS Fluorescence Polarization Assay for Inhibitors of MLL CXXC domain - DNA interaction. Histone-lysine N-methyltransferase 2A (Homo sapiens), Q03164. MLL-CXXC / FITC-HOXA9 DNA fluorescence polarization. Potency, µM (titrated, usually from 115 µM), without a hit: top-dose activity change, negative = inhibition, hits mostly inhibitors. actives 0.037% (n = 290,000). AID 2662, 2010; active = well fitted inhibition curve with a large enough effect in the polarisation, with a control signal flat, not every such curve was filed as active; inconclusive = small, poorly fitted or top-dose-only effect, or effect the other way, or a change in a side signal; inactive = no such curve, though single readings can be large or run the other way; the % refers to the polarisation; note: potency is the fitted concentration of half-maximal effect
#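 Fluorescence polarization: 7 uM MLL-CXXC (stock) preincubated 5 min with compounds, then 50 nM fluorescein-HOX-A9 DNA (stock) added; 30 min ambient. Buffer 50 mM Tris-HCl pH 7.5, 50 mM NaCl, 1 mM DTT, 0.05% BSA.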
# Giardia kill: Small Molecules that selectively kill Giardia lamblia: qHTS | actives 0.15% (n = 340,000) | activity change, % at 7.66 µM, hits read low | Giardia lamblia trophozoite viability; in the data active = activity change below about -80%; inconclusive = between about -30% and that limit;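 note: parasites exposed to compound for two days anaerobically before the ATP read; % is set by controls: 0 for no effect and ±100 for the full control effect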
#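 Luminescent ATP signal served as the viability read-out, measured 15-30 min after adding ATP detection reagent to trophozoites that had been incubated with compounds for 48 hrs at 37 deg C anaerobically at 100 cells/well.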
# PKM2 activator: qHTS Assay for Activators of Human Muscle isoform 2 Pyruvate Kinase; Pyruvate kinase PKM (Homo sapiens), P14618; purified PKM2, Kinase-Glo ATP luminescence, activation; response scale: 0% is enzyme alone, no compound; Potency, µM (doses to about 57.5 µM), for inactives: at the top dose activation, actives largely listed as activators; actives 0.34% (n = 260,000); AID 1631, 2009; note: potency is the fitted concentration of half-maximal effect; % is set by controls: 0 for no effect and ±100 for the full control effect; nearly all actives have a fitted effect of over 55% in size
#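 ATP formation by purified human PK-M2, quantified via coupled luciferase luminescence after 1 h at room temperature with 0.1 mM ADP and 0.5 mM PEP final.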
# B2AR arrestin: qHTS assay of beta-arrestin-biased ligands of beta2-adrenergic receptor | Beta-2 adrenergic receptor (Homo sapiens), P07550 | actives 0.02% (n = 330,000) | beta-arrestin recruitment to beta2AR, cell-based reporter | AID 492947, 2010 | Potency, µM (titrated, usually from 46.1 µM), without a hit: at the top dose activation, usual class: activators;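 note: potency is the fitted concentration of half-maximal effect; 0% = DMSO controls and full agonism = EC100 isoproterenol or metaproterenol; nearly all actives have a fitted effect of over 65% in size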
# Target sequence (P07550 whole entry, looked up): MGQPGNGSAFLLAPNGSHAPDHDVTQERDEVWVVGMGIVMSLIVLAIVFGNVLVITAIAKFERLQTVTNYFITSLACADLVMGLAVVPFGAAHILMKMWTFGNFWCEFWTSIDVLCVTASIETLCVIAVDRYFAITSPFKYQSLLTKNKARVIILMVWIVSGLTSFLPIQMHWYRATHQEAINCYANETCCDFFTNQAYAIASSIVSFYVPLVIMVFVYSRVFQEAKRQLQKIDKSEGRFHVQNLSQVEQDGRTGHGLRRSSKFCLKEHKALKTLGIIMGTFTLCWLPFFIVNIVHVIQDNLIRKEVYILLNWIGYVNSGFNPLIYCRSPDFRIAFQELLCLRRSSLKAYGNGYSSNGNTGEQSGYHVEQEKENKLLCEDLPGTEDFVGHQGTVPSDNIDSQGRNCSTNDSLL
# Coupling enz: qHTS Assay for Inhibitors of Fructose-1,6-bisphosphate Aldolase from Giardia Lamblia: Coupling assay counterscreen; coupling enzyme system counterscreen, AmpLite Red fluorescence; activity change, negative = inhibition, % at 58.2 µM, hits read low; actives 0.67% (n = 290,000); AID 2472, 2010; in the data active = activity change below about -30%; note: % is set by controls: 0 for no effect and ±100 for the full control effect
#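 Final compound at 57.5 uM, incubated 10 min at RT with coupling enzyme reagent (glyceraldehyde-3-phosphate), then 20 min with substrate and AmpLite Red detection. Fluorescence read at 525/598 nm; tests interference with the coupling assay, not aldolase inhibition.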
# TRPV1 ag: HTS Assay for Compounds that Act as Agonists of the Vanilloid Receptor 1. AID 540275, 2011. Transient receptor potential cation channel subfamily V member 1 (Homo sapiens), Q8NER1. TRPV1-expressing cells, Fluo-8 calcium influx, agonist mode. actives 0.19% (n = 320,000). activation, % at 8.33 µM; in the data active = activation above about 80%; inconclusive = between about 30% and that limit; note: 0% is about no effect
#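 Fluo-8 calcium influx in TRPV1-expressing cells, kinetic read (ex 480/em 520 nm). Compound added and read 3 min for agonist activity, followed by capsaicin at EC20 final and 2 min further read for enhancement.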
# USP2a inh: qHTS Assay for Inhibitors of Ubiquitin-specific Protease USP2a Using CHOP2 as the Reporter | USP2 core, Ub-CHOP2 coupled fluorogenic reporter, 485/531 | Potency, µM (series often up to 38.3 µM), inactives show at the highest dose activity change, negative = inhibition, actives largely listed as inhibitors | actives 0.01% (n = 330,000) | AID 463254, 2010;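 note: potency is the fitted concentration of half-maximal effect; plate controls were DMSO wells for no effect and full inhibition by NEM control for full effect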
# Target sequence (O75604 whole entry, looked up): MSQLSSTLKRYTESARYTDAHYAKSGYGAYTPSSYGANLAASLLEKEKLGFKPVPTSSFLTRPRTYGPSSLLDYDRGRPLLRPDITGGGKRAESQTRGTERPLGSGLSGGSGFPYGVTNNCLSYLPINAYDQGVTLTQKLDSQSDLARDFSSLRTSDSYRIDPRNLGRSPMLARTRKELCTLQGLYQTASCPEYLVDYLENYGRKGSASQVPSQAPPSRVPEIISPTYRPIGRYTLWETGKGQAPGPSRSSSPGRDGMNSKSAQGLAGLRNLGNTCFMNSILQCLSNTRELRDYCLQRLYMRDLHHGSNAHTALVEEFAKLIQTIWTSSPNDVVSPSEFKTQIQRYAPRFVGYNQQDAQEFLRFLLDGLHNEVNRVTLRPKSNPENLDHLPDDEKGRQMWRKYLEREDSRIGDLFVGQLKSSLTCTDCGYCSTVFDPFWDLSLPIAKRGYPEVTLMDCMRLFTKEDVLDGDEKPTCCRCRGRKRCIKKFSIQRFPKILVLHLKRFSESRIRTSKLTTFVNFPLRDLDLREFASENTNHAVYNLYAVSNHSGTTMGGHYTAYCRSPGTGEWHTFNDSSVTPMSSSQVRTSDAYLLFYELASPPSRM
#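 USP2 core (10nM final) preincubated 30min RT with compound in 20mM Tris-HCl pH 8.0, 2mM CaCl2, 2mM beta-mercaptoethanol, 0.05% CHAPS; 25nM Ub-CHOP2 plus 25nM reporter substrate added, fluorescence (Ex485/Em531) read after 60min.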
# GALK inhibitor: qHTS Assay for Inhibitors of Human Galactokinase (GALK); Potency, µM (highest dose often 57.5 µM), for inactives: top-dose activity change, negative = inhibition, most hits filed as inhibitors; AID 1868, 2009; actives 0.007% (n = 270,000); P51570; Purified GALK, Kinase-Glo residual ATP luminescence; note: potency is the fitted concentration of half-maximal effect; % is set by controls: 0 for no effect and ±100 for the full control effect
#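 Human GALK (5 nM) with 35 uM ATP and 100 uM galactose in 20 mM HEPES pH 8.0, 5 mM MgCl2, 60 mM NaCl, 1 mM DTT, 0.01% BSA. After 1 h at room temperature, leftover ATP was read by Kinase-Glo Plus luminescence.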
# KCNH2 3.1 inh: qHTS for Inhibitors of KCHN2 3.1: Mutant qHTS | Potassium voltage-gated channel subfamily H member 2, brain isoform KCNH2 3.1 (human) | activity change, % (tested at about 1.8 µM) | U2OS KCNH2 3.1, thallium flux FluxOr; active compounds read low | actives 0.95% (n = 340,000);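 active = maximum activity change below -70%; inconclusive = maximum activity change from -70% to -50%; inactive = maximum activity change above -50%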;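 note: thallium influx rate constant from kinetic fluorescence after stimulation buffer; % is set by controls: 0 for no effect and ±100 for the full control effect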
#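 Kinetic fluorescence (2 min after stimulation buffer) measures Tl+ influx through KCNH2 3.1 expressed by viral transduction in U2OS cells; the rate constant is normalized against DMSO controls serving as positive and negative references.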
# hERG WT inh: qHTS for Inhibitors of KCHN2 3.1: Wildtype qHTS; Voltage-gated inwardly rectifying potassium channel KCNH2 (Homo sapiens), Q12809; U2OS, BacMam KCNH2, thallium flux FluxOr; active compounds read low; activity change, % at 1.84 µM; actives 0.37% (n = 340,000); AID 720551, 2013;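 active = maximum activity change below -70%; inconclusive = maximum activity change between -70% and -50%; inactive = maximum activity change above -50%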; note: % is set by controls: 0 for no effect and ±100 for the full control effect
#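 U2OS cells were transduced with wild-type KCNH2 virus (2.03 x 10^8 / mL) for 4 h at room temperature, then cultured overnight at 37 C. Thallium flux was read with FluxOr dye. Rate constants were normalized to DMSO controls.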
# Numbers without * were called inactive; ? = inconclusive; · = no result given; [ ] = another dose, or the depositor's remark. Unless noted, calls come from the whole dose curve; as a rule, active = well fitted curve in the direction sought with a large enough effect; inconclusive = small, poorly fitted or top-dose-only effect, or another doubt; inactive = no such curve, though single readings can be large; an effect the other way counts as inactive or inconclusive. The list is partial; count on the stated rates, not on these rows.
SMILES,Menin-MLL TR inh,MLL CXXC-DNA inh,Giardia kill,PKM2 activator,B2AR arrestin,Coupling enz,TRPV1 ag,USP2a inh,GALK inhibitor,KCNH2 3.1 inh,hERG WT inh
COCCCN1C(=O)C(=O)/C(=C(/O)c2ccc(OC(C)C)c(C)c2)C1c1ccncc1 (stereo not given),·,-2%,-5,0%,0.5%,3,·,0%,2%,4,-7
CC(C)(C)NS(=O)(=O)NC(=O)C1=C(N2CCCC2)COC1=O,·,·,-23,·,0.0%,·,·,3%,·,11,3
COc1ccccc1NS(=O)(=O)c1cccc(NC(=O)C2CC(=O)N(Cc3ccccc3)C2)c1 (stereo not given),10%,-1%,-4,15%,-0.1%,2,7,3%,5%,-33,-3
O=C(NCc1ccncc1)c1ccccc1Nc1ccc(SC(F)F)cc1,?,-8%,7,·,-0.1%,-1,-1,-1%,-1%,7,-1
CC(C)CCNC(=O)c1ccc2c(Cl)c3c(nc2c1)CCC3,-11%,2%,-5,·,-0.1%,0,?,-1%,·,3,-12
O=C(NNC1=NS(=O)(=O)c2ccccc21)c1ccccc1Cl,14%,-13%,3,-27%,-0.1%,-1,1,0%,1%,0,1
COCCNC(=O)C1c2cc(OC)c(OC)cc2C(=O)N(C)C1c1cccnc1 (stereo not given),6%,24%,-5,2%,-0.5%,0,1,-7%,0%,5,8
Cc1nccc2[nH]c(=O)c(C(=O)NC3CCCCC3C)cc12 (stereo not given),-10%,3%,-4,3%,-0.3%,0,1,0%,0%,1,1
CCN1CCN(c2ccc(NC(=O)c3ccc(C#N)cc3F)cc2Cl)CC1,3%,9%,9,-1%,-0.4%,2,2,2%,0%,-8,13
O=C1CC(c2cccc(Cl)c2)Cc2nc(N3CCN(c4ccccc4)CC3)ncc21 (stereo not given),5%,14%,3,-4%,-0.4%,3,0,4%,3%,2,2
COc1ccc(C2C(C#N)=C(N)OC3=C2C(=O)CC(C)(C)C3)cc1OC (stereo not given),1%,-1%,6,0%,0.1%,3,-3,13%,0%,14,5
Cc1nn(C)c(Cl)c1/C=N/OC(=O)c1ccccc1,-21%,24%,13,-10%,-0.6%,4,27,7%,0%,-6,0
CCCn1c(N)c(N(CCOC)C(=O)c2ccc([N+](=O)[O-])c(C)c2)c(=O)[nH]c1=O,6%,-3%,21,·,-0.2%,0,3,0%,6%,22,15
O=C(c1cc([N+](=O)[O-])ccc1N1CCCCC1)N1CCCCC1,-8%,-9%,-9,-4%,-0.5%,1,23,0%,2%,2,-3
Cc1c(Br)c([N+](=O)[O-])nn1CC(=O)NCCc1c[nH]c2ccccc12,18%,3%,-2,1%,-0.4%,0,21,-3%,3%,1,-7
O=C(c1cc(Cl)c(=O)n(Cc2ccc(Cl)cc2)c1)N1CCOCC1,·,-2%,-10,30%,-0.3%,2,·,2%,0%,8,7
COc1ccc(/C=C/C(=O)NC(=S)Nc2ccc(N3CCN(C(C)=O)CC3)cc2)cc1,·,1%,-14,-10%,-1.1%,0,1,0%,8%,10,-174*
CCOc1cc(C(=S)N2CCOCC2)ccc1OC(=O)/C=C/c1ccc(OC)c(OC)c1,6%,-4%,10,-1%,-0.3%,3,0,1%,0%,6,-3
Cc1nc2cc(C(=O)OCC(=O)N(CC(C)C)C3CCS(=O)(=O)C3)ccc2n1-c1ccccc1 (stereo not given),-14%,2%,-6,-5%,0.1%,8,1,3%,-1%,14,0
CCn1c(SC)nnc1-c1c[nH]c2ccccc12,5%,4%,31[activator],-9%,0.0%,-1,1,0%,2%,2,6
C=C(C)CNc1cc(S(=O)(=O)N2CCOCC2)ccc1Oc1ccccc1,·,·,1,·,-0.3%,·,-6,-9%,·,-7,4
O=C1CC(C(=O)N(c2ccccc2)C(C(=O)NC2CCCC2)c2ccncc2)CS1 (stereo not given),4%,-6%,-8,-3%,-0.9%,-1,1,-6%,5%,14,-5
O=C(NCCCCNC(=O)C1CCCC1)C1CCCC1,-7%,2%,-12,0%,0.2%,2,0,1%,-4%,4,-265*
FC(F)(F)c1nc2ccccc2nc1N/N=C/c1ccc(Cl)cc1,?,-25%,-4,1%,-0.1%,-2,?,3%,1%,-11,-17

# In a second layout: four of the compounds above
# Each structure is followed by: Menin-MLL TR inh	MLL CXXC-DNA inh	Giardia kill	PKM2 activator	B2AR arrestin	Coupling enz	TRPV1 ag	USP2a inh	GALK inhibitor	KCNH2 3.1 inh	hERG WT inh
- O=C(c1cc(Cl)c(=O)n(Cc2ccc(Cl)cc2)c1)N1CCOCC1
  ·	-2%	-10	30%	-0.3%	2	·	2%	0%	8	7
- COc1ccc(/C=C/C(=O)NC(=S)Nc2ccc(N3CCN(C(C)=O)CC3)cc2)cc1
  ·	1%	-14	-10%	-1.1%	0	1	0%	8%	10	-174*
- CCOc1cc(C(=S)N2CCOCC2)ccc1OC(=O)/C=C/c1ccc(OC)c(OC)c1
  6%	-4%	10	-1%	-0.3%	3	0	1%	0%	6	-3
- Cc1nc2cc(C(=O)OCC(=O)N(CC(C)C)C3CCS(=O)(=O)C3)ccc2n1-c1ccccc1 (stereo not given)
  -14%	2%	-6	-5%	0.1%	8	1	3%	-1%	14	0

# More records follow.
SMILES,Menin-MLL TR inh,MLL CXXC-DNA inh,Giardia kill,PKM2 activator,B2AR arrestin,Coupling enz,TRPV1 ag,USP2a inh,GALK inhibitor,KCNH2 3.1 inh,hERG WT inh
CCN(CC)CCN(Cc1cc2cc(C)ccc2[nH]c1=O)C(=S)Nc1ccccc1,-7%,0%,-9,2%,0.9%,0,?,5%,4%,-3,1
CN(NS(=O)(=O)c1ccc(Cl)cc1)c1cnn(C)c(=O)c1Cl,·,-6%,-7,1%,-0.4%,1,0,0%,·,-36,-5
Nc1nc(Br)c2c(F)cccc2c1-c1ccccc1,·,5%,23,3%,0.3%,0,·,1%,-5%,-12,0
Cn1c(COc2ccc(F)cc2)nc2ccccc21,-10%,-1%,5,-28%,-0.1%,1,4,-9%,-4%,23,16
COc1cc(C)c(C(N)=O)c(OC)n1,8%,8%,12,-16%,-0.2%,1,0,2%,0%,-3,7
COC(=O)c1ccccc1NC(=O)Nc1ccc2c(c1)OCO2,0%,3%,-1,1%,0.2%,-2,-1,0%,1%,-3,7
CCc1ccc(N(CC(=O)NCc2cccnc2)S(=O)(=O)c2ccccc2)cc1,·,-25%,29,3%,0.1%,·,?,3%,-9%,5,13
O=C1C(C=NCc2ccccn2)=C(O)c2ccccc21,1%,-7%,9,8%,-0.9%,-4,2,1%,-1%,1,0
Cc1nnc(SCCCn2c(N3CCCCC3)nc3c2c(=O)[nH]c(=O)n3C)s1,0%,3%,-10,1%,0.1%,2,-4,1%,0%,8,-17
O=C(Nc1ccccc1Cc1ccccc1)c1ccccc1NS(=O)(=O)c1ccc(Cl)s1,?,-1%,-3,-2%,-0.1%,5,0,-1%,1%,-4,-16
O=C(Nc1ccccc1)C1CCN(C(=O)c2ccccc2)CC1,8%,-5%,5,4%,-0.4%,3,0,2%,3%,1,-2
Cc1onc(-c2ccccc2Cl)c1C(=O)Nc1ccc(-c2nnc3n2CCCCC3)cc1,-1%,1%,11,-3%,0.1%,1,1,5%,6%,12,8
CCCCS(=O)(=O)Nc1ccc2ncn(C)c(=O)c2c1,-7%,-1%,10,-4%,0.0%,2,-1,1%,-3%,5,-11
O=C(Oc1coc(CSc2ncccn2)cc1=O)c1ccc(Br)o1,-10%,187%[activator],-3,37%,-0.2%,3,2,0%,-1%,-2,-5
Cc1ccccc1NC(=O)COC(=O)c1cc(S(=O)(=O)N2CCOCC2)ccc1C,·,·,-15,·,-0.1%,·,6,0%,·,-7,-4
